Mtb RmlCD inh = inhibitors of Mycobacterium tuberculosis RmlC and RmlD coupled enzymes; AID 1533; 160,000 compounds, 0.03% hits; P9WH09+P9WH11; RmlC+RmlD coupled enzyme assay, percent inhibition; primary screen in compound mixtures; inhibition, % at 3.6 µM; in the data active = inhibition mostly above about 34%, no sharp cut-off; inconclusive = no clear call, values can overlap the other calls; inactive = mostly below about 22%; note: some results filed as inactive read as strong as hits
Target sequence (P9WH09 whole entry, looked up): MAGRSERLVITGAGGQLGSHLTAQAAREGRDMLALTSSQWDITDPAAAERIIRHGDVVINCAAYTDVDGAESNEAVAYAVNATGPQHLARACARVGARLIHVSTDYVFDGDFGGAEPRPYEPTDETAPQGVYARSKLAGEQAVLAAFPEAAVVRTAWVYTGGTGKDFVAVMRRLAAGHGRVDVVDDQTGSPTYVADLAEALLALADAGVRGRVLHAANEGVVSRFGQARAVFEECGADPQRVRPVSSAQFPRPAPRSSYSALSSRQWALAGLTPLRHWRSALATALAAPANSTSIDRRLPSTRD
Target sequence (P9WH11 whole entry, looked up): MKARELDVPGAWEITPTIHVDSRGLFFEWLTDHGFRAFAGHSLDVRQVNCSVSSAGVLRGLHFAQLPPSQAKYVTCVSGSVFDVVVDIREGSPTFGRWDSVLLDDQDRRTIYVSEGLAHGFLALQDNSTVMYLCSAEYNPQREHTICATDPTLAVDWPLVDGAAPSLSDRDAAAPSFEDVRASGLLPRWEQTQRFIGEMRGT
M. tuberculosis GlmU = inhibition of mycobacterial GlmU enzyme – biochemical, glucosamine-1-phosphate acetyltransferase (AID 1376) | M. tuberculosis GlmU acetyltransferase enzyme assay; higher % means a stronger effect | inhibition, %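 (tested at 30 µM in the primary screen)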, or IC50 in µM where a hit was titrated | 220,000 compounds, 0.25% hits; in the data active = inhibition above about 13%; inconclusive = no clear call, values can overlap the other calls;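 note: 0% = complete reaction with vehicle and 100% = reaction without substrate; strong numbers were not always called active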
* = called active by the depositor; ? = inconclusive; . = not tested or not shown; & = joins results of further samples.

The first five compounds, to show the layout:
SMILES | Mtb RmlCD inh | M. tuberculosis GlmU
CC(=O)c1cc2c(cc1N(C(=O)Cn1nnc3ccccc31)C(C(=O)NCCC(C)C)c1cccnc1)OCO2 (configuration not stated) | 3 | 2.0%
CCC(=O)OCc1c(C(F)(F)F)nn(C)c1Oc1cccc(C(F)(F)F)c1 | . | -4.2%
CC1=CC(C)C2C(=O)N(CCCN(C)C)C(=O)C2C1 (configuration not stated) | -7 | 3.3%
CCOC(=O)CCCNC(=O)COC(=O)[C@@H]1CCCN1S(=O)(=O)c1ccc(Cl)cc1 | 5 | -3.6%
COc1ccc2nc(N/C(N)=N/C(=S)Nc3c(C)cccc3C)nc(C)c2c1 | 1 | -6.3%

Main list (from the top)
SMILES | Mtb RmlCD inh | M. tuberculosis GlmU
CC(=O)c1cc2c(cc1N(C(=O)Cn1nnc3ccccc31)C(C(=O)NCCC(C)C)c1cccnc1)OCO2 (configuration not stated) | 3 | 2.0%
CCC(=O)OCc1c(C(F)(F)F)nn(C)c1Oc1cccc(C(F)(F)F)c1 | . | -4.2%
CC1=CC(C)C2C(=O)N(CCCN(C)C)C(=O)C2C1 (configuration not stated) | -7 | 3.3%
CCOC(=O)CCCNC(=O)COC(=O)[C@@H]1CCCN1S(=O)(=O)c1ccc(Cl)cc1 | 5 | -3.6%
COc1ccc2nc(N/C(N)=N/C(=S)Nc3c(C)cccc3C)nc(C)c2c1 | 1 | -6.3%
COC(=O)C(O)(c1c(C)[nH]c2ccccc12)C(F)(F)F (configuration not stated) | . | -4.9%
O=S(=O)(c1ccc(Oc2ncnc3scc(-c4ccccc4)c23)cc1)N1CCOCC1 | 3 | 8.2%
CN(C)c1ccc(C(=S)NC2CCCCC2)cc1 | . | 3.1%
N#C/C(=C\c1cc([N+](=O)[O-])c(N2CCCCC2)cc1N1CCCCC1)c1nn(-c2ccccc2)c(N)c1C#N | 12 | 5.3%
O=c1nc(SCc2cccc(C(F)(F)F)c2)nc2ccccn12 | 3 | -0.1%
CCC(C)(C)NC(=S)Nc1ccccc1C | -3 | 3.2%
COc1ccccc1C1CC(c2ccco2)=NN1c1ccccc1 (configuration not stated) | -5 | 3.4%
O=[N+]([O-])c1ccc2nc(SCc3ccccc3Cl)sc2c1 | -4 | -0.5%
CC(=O)NCCCc1nc2ccccc2n1Cc1cc(C)ccc1C | -12 | 0.8%
O=C(N/N=C/c1ccc(Br)s1)c1cccc([N+](=O)[O-])c1 | -12 | -6.2%
CC(C)C(=O)N1c2ccccc2NC2=C(C(=O)CCC2)C1c1ccc(N(C)C)cc1 (configuration not stated) | . | 2.5%
CC(Oc1ccccc1Cl)C(=O)N1CCOCC1 (configuration not stated) | -7 | 2.7%
O=[N+]([O-])c1ccc2ncnc(Nc3ccc4c(c3)OCCO4)c2c1 | 10 | -4.5%
CCN1CCN(C(c2ccc(F)cc2)c2nnnn2Cc2ccc3c(c2)OCO3)CC1 (configuration not stated) | 13 | -2.0%
C=CCc1cccc(/C=N/NC(=O)CCC(=O)Nc2ccc(C)cc2)c1O | . | -0.4%

Later entries
SMILES | Mtb RmlCD inh | M. tuberculosis GlmU
COc1cccc(-c2nnc(-c3ccccc3[N+](=O)[O-])o2)c1 | 5 | -4.9%
CCCCC1=CC2=CC(=O)C(C)(OC(=O)CC)C(=O)C2=CN1c1cccc(C#N)c1 (configuration not stated) | . | 0.1%
O=C1C(Cl)=C(Nc2ccc3cn[nH]c3c2)C(=O)c2ccccc21 | 3 | 3.2%
O=C(NNc1cc(C(F)(F)F)nc2ccccc12)Nc1cccc(Cl)c1 | 5 | -3.5%
CCOC(=O)c1[nH]c(C)c(CN(CCc2ccc(OC)c(OC)c2)C(=O)CCCC(=O)O)c1C | -13 | -2.4%
O=C(/C=C/c1cccs1)N1CCN(c2ccc(O)cc2)CC1 | 7 | -0.6%
O=C(COc1ccc(Cl)cc1Br)NNC(=O)C(=O)N1CCCCC1 | . | 21%
Cc1ccnc(NC(c2ccccc2O)c2oc(CO)cc(=O)c2O)c1 (configuration not stated) | -35 | 4.5%
O=C(N/N=C/c1c(O)n(Cc2ccc(F)cc2)c(=O)[nH]c1=O)c1ccccc1 | 0 | 1.2%
O=C1c2ccccc2C(=O)N1CCOCCN1C(=O)c2ccccc2C1=O | 5 | -4.0%
Nc1ccc(S(=O)(=O)c2ccc(N)c(N)c2)cc1 | 6 | 2.7%
O=C(NCc1cccs1)c1nc2ncccn2n1 | 13 | -3.0%
C[C@H]1CC[C@]2(O[C@@H](CCO)C[C@H](O)[C@H]2O)O1 | . | 1.6%
CC(C)(C)NC(=O)CN(C(=O)CNS(=O)(=O)c1ccccc1)c1ccc2c(c1)OCCO2 | . | 2.5%
CN1/C(=C/C2CC(=O)N(c3cccc4ccccc34)C2=O)C(C)(C)c2ccccc21 (configuration not stated) | . | -0.8%
COC(=O)c1cc2sc(Cl)cc2n1Cc1nc(-c2ccccc2)oc1C | . | 2.6%
Cc1cc[n+](-c2[nH]c(=O)sc2/C=N/NC([S-])=Nc2ccccc2)cc1 | -8 | -1.4%
O=C(Nc1ccccc1N1CCCCC1)c1ncoc1-c1ccc(F)cc1 | -11 | 1.0%
COc1cccc(CC(=O)Nc2ccc3nc(C)sc3c2)c1 | . | 1.0%
CC(C)c1ccccc1NC(=O)COC(=O)Cc1c[nH]c2ccccc12 | 2 | 2.2%

More compounds follow.
SMILES | Mtb RmlCD inh | M. tuberculosis GlmU
CN1C(=O)CC(N2CCC(c3nc4ccccc4[nH]3)CC2)C1=O (configuration not stated) | 6 | 1.7%
Cc1cccc(C)c1NC(=O)c1c(C)nn(-c2ccccc2)c1Cl | . | 4.6%
CNc1cc(CSc2ccc(Cl)cc2)nc(C)n1 | 1 | 3.1%
O=C(NCc1cccnc1)C1CCN(S(=O)(=O)c2cccs2)CC1 | . | -0.4%
C/C(=N/NC(=O)c1ccco1)c1cccc(NC(=O)c2ccc(C)s2)c1 | . | -0.5%
COc1ccc(/C=C/c2ccncc2)cc1OC | . | 0.2%
Fc1ccc(CSc2nnc(Cc3sc(-c4ccccc4)nc3-c3ccccc3)o2)cc1 | . | -4.8%
O=C(O)c1nn(-c2cccc(Cl)c2)c(=O)cc1O | 2 | 2.1%
O=C(NCCc1nnc2ccc(NCc3ccc(F)cc3)nn12)c1ccccc1 | 32 | -5.7%
COC(=O)c1sccc1NC(=O)C1CC=CCC1C(=O)O (configuration not stated) | . | 3.5%
CCCn1c(=N)n(CC(=O)OCC)c2ccccc21 | 103 | 3.0%
CC[n+]1c(/C=C/N(C)c2ccccc2)oc2ccc(Cl)cc21 | 9 | 2.5%
Cc1nc2ccccc2n1CC(=O)N/N=C/c1cccnc1 | -12 | -1.7%
C=C(C)Cn1c(C)cc(C)c(S(=O)(=O)c2ccc(C)cc2)c1=O | . | -0.5%
COc1cc(CNC(C)C)c(Br)cc1OC1CCCC1 | -3 | 0.6%
O=C(Cn1c(=O)oc2cc(S(=O)(=O)N3CCCC3)ccc21)Nc1cccc(C(F)(F)F)c1 | -9 | -6.8%
Cc1ccc(NC(=O)/C=C/c2ccc([N+](=O)[O-])s2)c(C)c1 | -1 | -5.8%
CCOC(=O)c1c(-c2cccc([N+](=O)[O-])c2)csc1NC(=O)C1CCCCC1 | 7 | 2.0%
CC(C)N1CCC(N2CCN(Cc3cc4c(cc3Cl)OCO4)CC2CCO)CC1 (configuration not stated) | 9 | -2.7%
O=C(COc1ccc(Cl)cc1Cl)Nc1ccccc1NS(=O)(=O)c1cccs1 | -10 | 0.5%

(cont.)
SMILES,Mtb RmlCD inh,M. tuberculosis GlmU
O=C(Oc1cccc(-c2cnc3ccccc3n2)c1)c1ccco1,.,3.9%
O=S(=O)(c1cccc(C(F)(F)F)c1)N(CCCN1CCOCC1)Cc1cccs1,-12,5.6%&-0.5%
CCC[N+]12CCC(CC1)C(=C(c1ccccc1)c1ccccc1)C2,.,-0.4%
Cc1c(CC(Cl)(Cl)Cl)c2c(n1O)CC(C)(C)CC2=O,-14,-0.1%
CCC(c1nnnn1C1CCCC1)N1CCN(c2cccc(OC)c2)CC1 (configuration not stated),19,-10%
Cc1ccccc1CN(C)CC(=O)NC(C)CCc1ccccc1 (configuration not stated),1,2.0%
CCN(CC)CCCN1C(=O)c2oc3ccccc3c(=O)c2C1c1cccs1 (configuration not stated),.,1.0%
COCCCNC(=S)NCCCNc1nc2cc(C)cc(C)c2cc1C#N,-1,3.6%
Cc1ccc2c(c1)c1c3n2CC(=C2C(=O)OC(C)(C)OC2=O)NC3CCC1 (configuration not stated),-7,-6.5%
O=C(COC(=O)Cc1cccs1)Nc1ccccc1F,.,-1.0%
COc1ccc2c(c1)CCc1sc(NC(=O)c3ccco3)nc1-2,.,3.3%
O=S(=O)(NCc1cn2ccsc2n1)c1cccs1,-2,0.4%
Cc1nc(/C=C/c2ccccc2)cc(/C=C/c2ccccc2)n1,6,-7.4%
COc1ccc(OC)c2c1C(=O)C(Cl)=C(Cl)C2=O,6,16%*
O=C(CN1CCCCCC1)OCCN=C1NS(=O)(=O)c2ccccc21,-5,-1.7%
CCOc1ccc(N2CSC3=C(C#N)C(c4ccco4)CC(=O)N3C2)cc1 (configuration not stated),?,7.8%
Cc1ncc(CO)c(/C=N/NC(=O)c2cc3c(s2)CCCC3)c1O,-1,1.1%
O=C(CN(Cc1cccs1)S(=O)(=O)c1ccc(S(=O)(=O)N2CCCCC2)cc1)Nc1ccccc1,-9,6.3%
O=C(NN=C1CCCCCCCCCCC1)c1ccccc1F,-7,-1.9%
COCc1[nH]nc2c1C(c1ccccc1F)C(C#N)=C(N)O2 (configuration not stated),4,2.8%

A second format for some results above.
Each structure is followed by: Mtb RmlCD inh, M. tuberculosis GlmU
O=C(Oc1cccc(-c2cnc3ccccc3n2)c1)c1ccco1
→ ., 3.9%
COCc1[nH]nc2c1C(c1ccccc1F)C(C#N)=C(N)O2 (configuration not stated)
→ 4, 2.8%
CCC[N+]12CCC(CC1)C(=C(c1ccccc1)c1ccccc1)C2
→ ., -0.4%
Cc1c(CC(Cl)(Cl)Cl)c2c(n1O)CC(C)(C)CC2=O
→ -14, -0.1%
CCOc1ccc(N2CSC3=C(C#N)C(c4ccco4)CC(=O)N3C2)cc1 (configuration not stated)
→ ?, 7.8%

Next part:
SMILES,Mtb RmlCD inh,M. tuberculosis GlmU
COc1ccc(/C=N/NC(=O)c2cnccn2)c(OC)c1OC,-13,3.7%
Cc1sc2c(c1C)CN(C(C)(C)C)CN2C(=O)c1ccccc1,1,-1.2%
CC(C)[C@H](NS(=O)(=O)c1ccccc1)C(=O)OCC(=O)Nc1ccccc1Sc1ccccc1,-11,-3.1%
Cc1nc(N)c(Cc2ccccc2F)c(N)n1,-10,-3.9%
Cc1cc(C)nc(NS(=O)(=O)c2ccc(N3C(=O)C4CC=C(Cl)CC4C3=O)cc2)n1 (configuration not stated),-6,-0.5%
CN1CCc2c(sc3c2c(NCc2ccco2)nc2nnnn23)C1,.,-6.2%
CCOC(=O)c1cnc(-c2ccccc2)nc1N,4,1.0%
CCc1ccc(C2CC(c3ccc(Cl)cc3)n3nc(N)nc3N2)cc1 (configuration not stated),.,5.5%
N[C@@H](Cc1ccccc1)c1nnc2sc(SCc3ccccc3)nn12,.,-0.8%
Cc1ccsc1C1C(C#N)=C(N)OC2=C1C(=O)CC(C)C2 (configuration not stated),15,6.7%
O=C(CCc1ccc(S(=O)(=O)N2CCOCC2)cc1)NN=C1CCCCCCC1,-8,-3.9%
CCC(CC)C1C(C#N)=C(N)SC(N)=C1C#N,.,-1.2%
CC(NC(=O)C1CCCC1)c1ccc2c(c1)OCCO2 (configuration not stated),40,0.2%
OC(Cn1cncn1)(Cn1cncn1)c1ccc(F)cc1F,.,0.1%
CCc1ccc2c(c1)C1(NN=C(c3cccc4ccccc34)S1)C(=O)N2 (configuration not stated),.,-4.2%
Cc1nn(CC(=O)Nc2ccc(S(=O)(=O)N(C)C)cc2)c(C)c1[N+](=O)[O-],4,2.9%
Cc1nc(NC(=O)c2ccccc2)sc1-c1csc(Nc2ccc(Cl)cc2Cl)n1,7,-3.0%
CCn1c(=O)cc(SCC(=O)N2CCOCC2)c2ccccc21,-12,4.1%
COc1cccc(CNC(=O)CCC2CCCN(C(=O)CCC(F)(F)F)C2)c1 (configuration not stated),0,-3.9%
COc1ccc(CCN(C)c2ccc(S(=O)(=O)N3CCCC3)cc2[N+](=O)[O-])cc1OC,6,0.2%

Additional entries
SMILES,Mtb RmlCD inh,M. tuberculosis GlmU
CCN1CCN(C(=O)c2ccccc2N(C)S(=O)(=O)c2ccc(C)cc2)CC1,7,2.2%
COC(=O)N/N=C/c1ccccc1Cl,13,2.8%
COc1cc2c(cc1OC)CN(S(C)(=O)=O)CC2,11,-0.9%
O=C(NC1(N2CCOCC2)CC1)c1ccc(Cl)cc1,56,-4.2%
CCC(C)Sc1nnc(-c2c[nH]c3ccccc23)n1CCOC (configuration not stated),-4,-2.2%
O=C(NCCCN1CCOCC1)c1cccc(S(=O)(=O)Nc2cc(Cl)ccc2Cl)c1,7,2.1%
COc1ccc(CCNC(=O)CN2CCN(c3ccccc3Cl)CC2)cc1,6,0.1%
COc1ccc(C(=O)O/N=C(\N)c2ccncc2)cc1OC,.,7.1%
Cc1cc(C)c(S(=O)(=O)c2ccccc2C)c(Oc2ccccc2)n1,-8,-3.0%
O=C(COC(=O)CCc1nc2ccccc2c(=O)[nH]1)Nc1ccccc1Cl,5,2.2%
Cc1sc2nc(C(C)C)nc(SCC(=O)N3CCN(C(=O)c4ccco4)CC3)c2c1C,.,1.4%
N#C/C(=C(/O)CN1CCN(c2ccccc2F)CC1)c1nc(-c2ccc(Cl)cc2)cs1,.,-3.9%
CC1CCC(C(C)C)C(OC(=O)CSc2nccc(=O)[nH]2)C1 (configuration not stated),31,3.6%
COc1cc(NC(=O)Cn2c(=O)n(CC3CCCO3)c(=O)c3ccccc32)cc(OC)c1 (configuration not stated),6,3.4%
CC(C)=Cc1oc2ccc([N+](=O)[O-])cc2c1N1CCOCC1,-6,6.0%
CC(C)N1CC(O)=C(c2nc3ccccc3[nH]2)C1=N,4,7.7%

The list is partial, so the mix of outcomes need not match the whole.
